Screens: PubChem, several laboratories
OX1R antag-1: blocks the human orexin 1 receptor; O43613; CHO/OX1R cells, Fluo-8 calcium fluorescence, orexin A; inhibition, % at 5 µM; 330,000 tested, 0.43% active; AID 434989;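 active means inhibition above its plate's threshold, mean inhibition of all tested compounds on the plate plus 3 SD, cut at about 37% in these data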;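 further: 0% = orexin A challenge wells and 100% = SB-334867-A antagonist wells; not every result past the cut was called active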
Target sequence (O43613 whole entry, looked up): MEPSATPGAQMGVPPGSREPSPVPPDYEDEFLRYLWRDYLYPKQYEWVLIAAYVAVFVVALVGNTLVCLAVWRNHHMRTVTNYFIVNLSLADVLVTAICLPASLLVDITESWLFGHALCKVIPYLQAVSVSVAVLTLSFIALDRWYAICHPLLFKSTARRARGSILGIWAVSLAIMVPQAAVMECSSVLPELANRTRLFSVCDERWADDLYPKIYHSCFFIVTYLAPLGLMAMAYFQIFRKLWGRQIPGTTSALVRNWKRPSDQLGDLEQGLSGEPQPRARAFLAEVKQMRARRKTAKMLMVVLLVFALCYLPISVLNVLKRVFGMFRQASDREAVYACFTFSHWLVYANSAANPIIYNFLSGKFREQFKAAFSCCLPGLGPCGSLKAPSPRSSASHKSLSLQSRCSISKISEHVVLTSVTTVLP
OX1R antag-2: blocks the human orexin 1 receptor | O43613 | OX1R-expressing cells, FRET antagonist read-out | inhibition, % at 6.6 µM | 330,000 tested, 1.8% active | AID 485270; in the data active means inhibition mostly above about 38%, no sharp cut-off; inactive means mostly below about 40%;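 further: 0% = agonist challenge alone and 100% = reference antagonist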
CHT allo act: allosteric activators of human choline transporter CHT; Q9GZV3; CHT-expressing cells, membrane potential dye, choline EC20; hits give high values; LV-AA mutant CHT in HEK293 cells; B-score at 10 µM; 310,000 tested, 0.49% active; AID 488977;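 active means initial fluorescence not abnormally high and integrated response B-score, plate-corrected, over 3 SD above library mean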
Target sequence (Q9GZV3 whole entry, looked up): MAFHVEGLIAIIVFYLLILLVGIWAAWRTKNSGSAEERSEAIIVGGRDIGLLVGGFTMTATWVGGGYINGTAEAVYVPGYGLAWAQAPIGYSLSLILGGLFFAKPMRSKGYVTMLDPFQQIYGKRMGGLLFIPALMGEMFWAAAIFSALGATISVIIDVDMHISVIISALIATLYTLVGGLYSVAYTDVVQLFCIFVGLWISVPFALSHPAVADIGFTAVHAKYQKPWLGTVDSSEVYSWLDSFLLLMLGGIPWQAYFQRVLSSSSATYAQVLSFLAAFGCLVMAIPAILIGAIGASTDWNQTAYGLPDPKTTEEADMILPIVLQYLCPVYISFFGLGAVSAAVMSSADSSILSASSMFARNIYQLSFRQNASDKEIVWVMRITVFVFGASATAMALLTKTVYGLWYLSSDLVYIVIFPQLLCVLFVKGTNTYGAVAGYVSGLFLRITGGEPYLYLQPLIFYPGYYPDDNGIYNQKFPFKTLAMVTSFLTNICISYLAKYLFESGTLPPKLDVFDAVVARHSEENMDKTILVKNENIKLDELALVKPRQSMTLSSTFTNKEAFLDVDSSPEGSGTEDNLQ
An asterisk follows results filed as active; i = inactive; / = not tested or not shown; & = joins results of further samples. This is a subset; rates above refer to the full screens.

SMILES	OX1R antag-1	OX1R antag-2	CHT allo act
CC[C@]12CC[C@H](O)CC1=CCC1C2CC[C@]2(C)C(=O)CCC12 (stereo partly specified)	-21.4	10.1	/
COC(=O)Cn1cc(/C=C2\C(=O)NC(=O)N(c3ccc(OC)cc3)C2=O)c2ccccc21	-23.0	-0.2	i
O=c1[nH]c(=S)n(C2CC2)c(O)c1/C=N/N1CCOCC1	-26.8	4.5	i
COC(=O)[C@@]1(Cc2ccc(F)cc2)[C@H]2c3cc(C(=O)N(C)C)[nH]c3C[C@H]2CN1C(=O)c1ccccc1	-21.9	1.9	i
O=C(c1ccccc1)C1CCCN(Cc2nc(-c3cnccn3)no2)C1 (stereo unspecified)	-17.8	18.3	i
Cn1cnc([N+](=O)[O-])c1Sc1ccc([N+](=O)[O-])cc1	8.8	47.5	i
COc1cccc(N2CCN(Cc3cccc(Cl)c3)CC2)c1	-6.5	12.9	i
Cc1ccc(-n2c(O)c(/C=C/C=Nc3ccccc3)c(=O)[nH]c2=O)cc1	4.6	15.1	i
Cc1cccc(CN2CCCC(C(=O)c3ccc(C(F)(F)F)cc3)C2)n1 (stereo unspecified)	-29.1	3.5	i
CC1=CC(=O)C2=C(C)C[C@H](O)[C@@H]3[C@H](OC(=O)[C@H]3C)[C@@H]12	2.7	5.2	i
CCN1CCC(N(C)C2CCCCC2)CC1	-7.1	13.2	i
Clc1ccc(C[n+]2c(-c3ccccc3)cc(-c3ccccc3)cc2-c2ccccc2)cc1	63.3*	2.7	i

Two neighbouring entries from above, quoted:
SMILES	OX1R antag-1	OX1R antag-2	CHT allo act
CC[C@]12CC[C@H](O)CC1=CCC1C2CC[C@]2(C)C(=O)CCC12 (stereo partly specified)	-21.4	10.1	/
COC(=O)Cn1cc(/C=C2\C(=O)NC(=O)N(c3ccc(OC)cc3)C2=O)c2ccccc21	-23.0	-0.2	i

Following part
SMILES	OX1R antag-1	OX1R antag-2	CHT allo act
COc1cccc(-n2c(CN3CCOCC3)nc3ccc([N+](=O)[O-])cc3c2=O)c1	-34.7	10.7	i
Cc1cccn2c(=O)c3c(nc12)N1CCC(Cc2ccccc2)CC1C1(C3)C(=O)N(C)C(=O)N(C)C1=O (stereo unspecified)	-28.0	3.6	i
O=C(C(=O)N1CCOCC1)c1cn(Cc2c(F)cccc2Cl)c2ccccc12	-9.3	10.1	i
CC(=NCCN1CCCCC1)c1c(O)n(-c2ccc(Cl)cc2)c(=O)[nH]c1=O	-10.2	1.6	i
CCOC(=O)C1=C(C)c2ccccc2OC1(C(=O)OCC)c1ccccc1 (stereo unspecified)	-15.5	21.3	/
CC1=C(C(=O)O)N2C(=O)C(NC(=O)Cc3ccccc3)C2SC1 (stereo unspecified)	-20.4	9.2	i
CCN(CC)CCN=C(C)c1c(O)n(-c2ccccc2OC)c(=O)[nH]c1=O	-20.6	14.1	i
Cc1cc(C(=O)N2CCC3(CC2)OCCO3)cs1	0.1	1.0	i
COCCCn1c(N)c(C(=O)Nc2ccccc2)c2nc3ccccc3nc21	-32.6	5.7	i
CCN1CCC2(CC1)NC(=O)c1ccccc1O2	1.7	11.4	i
Cc1cc(OCC(=O)NCc2ccncc2)c2c3c(c(=O)oc2c1)CCC3	-28.7	13.9	i
ON1C2CCCCC2N(O)C1c1ccccc1F (stereo unspecified)	4.0	18.8	i
CN1CCN(c2nc(N(C)C)oc(=O)c2C#N)CC1	-17.7	6.9	i
Cc1ccccc1-c1nc(CS(=O)CC(=O)N2CCC3(CC2)OCCO3)c(C)o1 (stereo unspecified)	-8.9	32.1	i
c1ccc2c(CN3CCCCC3)c[nH]c2c1	1.7	1.4	i
CCN1CCN(Cc2nc3ccc([N+](=O)[O-])cc3c(=O)n2-c2ccccc2F)CC1	-19.4	36.6	i
COc1ccc(N=C(C)c2c(O)n(C)c(=O)n(C)c2=O)c(OC)c1	-19.3	2.4	i
O=C(NC(=O)c1c(F)cccc1F)Nc1cc(Cl)c(F)c(Cl)c1F	-10.6	8.6	i
Cc1nn(C2CCOC(C)(C)C2)c2c1C(c1ccc(OC(C)C)cc1)SCC(=O)N2 (stereo unspecified)	-30.5	10.8	i
COC(=O)C1=C(c2ccc(F)cc2OCc2ccccc2)C[C@@H]2CC[C@H]1N2C(=O)NCc1ccc2[nH]ccc2c1	19.9	6.4	/
Cc1ncc2n1-c1ccc(Cl)cc1C(c1ccccc1F)=NC2	-9.1	7.0	/
NC(=O)CN1CC(c2ccccc2)CC1=O (stereo unspecified)	-2.2	1.2	i
C[C@]12CC[C@H](O)C[C@H]1CC[C@@H]1[C@@H]2CC[C@]2(C)[C@@H](C3=CC(=O)OC3)CC[C@]12O	-7.8	18.4	i
C=CC[C@@H](C)CC(=O)C(CCCN=[N+]=[N-])SOOc1ccccc1 (stereo partly specified)	-31.0	-0.1	i
Nc1c(C(=O)OCC2CCCO2)c2nc3ccccc3nc2n1Cc1cccs1 (stereo unspecified)	-8.9	43.6	i
CCC(=NCc1cccnc1)c1c(O)n(-c2ccccc2)c(=O)[nH]c1=O	-27.9	8.8	i
CC(=NCc1ccco1)c1c(O)n(-c2ccccc2)c(=O)[nH]c1=O	4.0	6.4	i
CCN1CCN(Cc2cc(Br)ccc2O)CC1	-7.6	14.4	i
Fc1ccccc1CCNCc1cccc2ccccc12	-27.5	6.2	i
N=C1c2ccccc2CN1NC(=O)c1ccc(Br)cc1	-7.6	9.8	i
CC/C(=N\NC(N)=O)c1c(O)[nH]c(=O)[nH]c1=O	-15.6	-0.1	i
NCCc1ccccc1	-3.1	10.1	i
CCN(CC)CCNCc1nc2ccccc2c(=O)n1-c1ccc(F)cc1	-12.6	6.0	i
C=CCn1c(O)c(C=Nc2ccc(F)cc2)c(=O)[nH]c1=O	-20.0	11.6	i
O=c1[nH]cc(COCC(F)(F)C(F)(F)C(F)(F)F)c(=O)[nH]1	-5.0	4.0	i
CCc1nc(N2CCNCC2)c(C#N)c2c1CSC(C)(C)C2	-14.9	2.1	i
O=C1NC(=O)N(Cc2ccc(F)cc2)C(=O)/C1=C\c1ccc(N2CCCC2)cc1	2.6	19.2	i
CCN(CC)c1ccc(CNCCc2ccccc2F)cc1	-15.9	1.9	i
C1=C(CCNCc2ccccc2)CCCC1	-2.2	11.6	i
O=[N+]([O-])c1cc2c(cc1CNCCc1ccc3c(c1)OCO3)OCO2	-18.3	43.3	i
C[N+]1(C)[C@@H]2CC[C@H]1CC(OC(=O)[C@@H](CO)c1ccccc1)C2 (stereo partly specified)	-6.2	2.8	i
C=CCN1C(=O)/C(=C/c2cccs2)C(=O)NC1=S	8.8	15.6	i
COC(=O)C1=C(c2cc3ccccc3o2)C[C@@H]2CC[C@H]1N2C(=O)NCCO	-21.0	18.5	i
CC(=O)NNC(=O)CN1C(=O)CN=C(c2ccccc2)c2cc(Br)ccc21	-17.8	19.1	i
Cc1ccc(C)c(OCC(=O)N2CCN(Cc3ccc4c(c3)OCO4)CC2)c1	-15.3	24.6	i
Cc1ccc(S(=O)(=O)Nc2cc(C(=O)N3CCC4(CC3)OCCO4)ccc2N2CCCCC2)cc1	-28.9	29.6	i
COc1ccc(C[C@@H]2c3cc(O)c(OC)cc3CCN2C)cc1O	-19.3	39.0	i
CCc1cccc(C)c1NC(=S)N1CC2CC(C1)c1cccc(=O)n1C2 (stereo unspecified)	-2.8	-2.7	i
COc1ccc(CCn2c(O)c(C=NCc3ccc4c(c3)OCO4)c(=O)[nH]c2=O)cc1OC	-30.0	10.3	i
O=C(O)C1C2CCC(O2)C1C(=O)Nc1cccc(Br)c1 (stereo unspecified)	-9.5	8.4	i
CN1CCC(c2c[nH]c3ccccc23)C1 (stereo unspecified)	-13.7	-3.8	i
O=C(CCC(=O)N1C[C@H]2C[C@@H](C1)c1cccc(=O)n1C2)NCc1ccccc1	-3.7	2.5	i
COc1ccc(Cn2c(O)c(/C=N/NC(=O)c3ccccc3O)c(=O)[nH]c2=O)cc1	-2.1	20.6	i
CC/C(=N\NC(=O)c1ccccc1)c1c(O)n(C2CCCCC2)c(=O)[nH]c1=O	-0.6	4.1	i
O=[N+]([O-])O[C@H]1CO[C@H]2[C@@H]1OC[C@H]2O[N+](=O)[O-]	-1.0	10.3	i
NC(=S)c1cn(C2OC(CO)C(O)C2O)c2ncnc(N)c12 (stereo unspecified)	8.9	-3.6	i
ClCCOCOCCCl	-23.5	7.1	/
Cn1c(O)c(C=NCCN2CCOCC2)c(=O)[nH]c1=S	14.3	10.9	i
COc1ccc(C(=O)CN2CCOCC2)cc1F	-11.0	8.1	i
Nc1ccc(N=Nc2ccccc2)cc1	-5.8	39.8	i
(continued)
SMILES	OX1R antag-1	OX1R antag-2	CHT allo act
CCOc1ccc(N2C(=O)NC(=O)/C(=C\c3ccc(N4CCCCC4)o3)C2=O)cc1	-1.9	32.0	i
Cn1nnc(CC[N+](C)(C)C)n1	3.8	1.1	i
CC(C)n1c(O)c(C=NCc2ccccc2)c(=O)[nH]c1=S	-20.6	13.9	i
CC1CCN2c3nc4ccccn4c(=O)c3CC3(C(=O)N(C)C(=O)N(C)C3=O)C2C1 (stereo unspecified)	-18.1	10.0	i
Cc1cccnc1-n1c(-c2ccco2)nc2ccccc2c1=O	6.7	12.9	i
CCOc1cc2c(cc1OCC)-n1cccc1C(c1ccccc1O)NC2 (stereo unspecified)	-38.3	9.9	i
Cc1ccc(-c2ccc(=O)n(CCC(=O)N3CCC4(CC3)OCCO4)n2)cc1	-12.0	5.6	i
COC(=O)C1=CO[C@H](C)[C@H]2CN3CC[C@@]4(C(=O)Nc5ccccc54)[C@@H]3C[C@H]12	-6.9	7.6	i
ClCC(Br)CBr (stereo unspecified)	-3.8	5.4	/
CCOC(=O)C1=C(N)OC2=C(C(=O)CCC2)C12C(=O)N(C)c1ccccc12 (stereo unspecified)	4.9	9.2	i
NNC(N)=O	-6.1	11.8	i
COc1cc2c(cc1OC)CN(c1ccc([N+](=O)[O-])c(C(F)(F)F)c1)CC2	-7.2	47.7*	i

Copied from the listing, 23 compounds:
SMILES	OX1R antag-1	OX1R antag-2	CHT allo act
O=C(O)C1C2CCC(O2)C1C(=O)Nc1cccc(Br)c1 (stereo unspecified)	-9.5	8.4	i
CN1CCC(c2c[nH]c3ccccc23)C1 (stereo unspecified)	-13.7	-3.8	i
O=C(CCC(=O)N1C[C@H]2C[C@@H](C1)c1cccc(=O)n1C2)NCc1ccccc1	-3.7	2.5	i
COc1ccc(Cn2c(O)c(/C=N/NC(=O)c3ccccc3O)c(=O)[nH]c2=O)cc1	-2.1	20.6	i
CC/C(=N\NC(=O)c1ccccc1)c1c(O)n(C2CCCCC2)c(=O)[nH]c1=O	-0.6	4.1	i
O=[N+]([O-])O[C@H]1CO[C@H]2[C@@H]1OC[C@H]2O[N+](=O)[O-]	-1.0	10.3	i
NC(=S)c1cn(C2OC(CO)C(O)C2O)c2ncnc(N)c12 (stereo unspecified)	8.9	-3.6	i
ClCCOCOCCCl	-23.5	7.1	/
Cn1c(O)c(C=NCCN2CCOCC2)c(=O)[nH]c1=S	14.3	10.9	i
COc1ccc(C(=O)CN2CCOCC2)cc1F	-11.0	8.1	i
Nc1ccc(N=Nc2ccccc2)cc1	-5.8	39.8	i
CCOc1ccc(N2C(=O)NC(=O)/C(=C\c3ccc(N4CCCCC4)o3)C2=O)cc1	-1.9	32.0	i
Cn1nnc(CC[N+](C)(C)C)n1	3.8	1.1	i
CC(C)n1c(O)c(C=NCc2ccccc2)c(=O)[nH]c1=S	-20.6	13.9	i
CC1CCN2c3nc4ccccn4c(=O)c3CC3(C(=O)N(C)C(=O)N(C)C3=O)C2C1 (stereo unspecified)	-18.1	10.0	i
Cc1cccnc1-n1c(-c2ccco2)nc2ccccc2c1=O	6.7	12.9	i
CCOc1cc2c(cc1OCC)-n1cccc1C(c1ccccc1O)NC2 (stereo unspecified)	-38.3	9.9	i
Cc1ccc(-c2ccc(=O)n(CCC(=O)N3CCC4(CC3)OCCO4)n2)cc1	-12.0	5.6	i
COC(=O)C1=CO[C@H](C)[C@H]2CN3CC[C@@]4(C(=O)Nc5ccccc54)[C@@H]3C[C@H]12	-6.9	7.6	i
ClCC(Br)CBr (stereo unspecified)	-3.8	5.4	/
CCOC(=O)C1=C(N)OC2=C(C(=O)CCC2)C12C(=O)N(C)c1ccccc12 (stereo unspecified)	4.9	9.2	i
NNC(N)=O	-6.1	11.8	i
COc1cc2c(cc1OC)CN(c1ccc([N+](=O)[O-])c(C(F)(F)F)c1)CC2	-7.2	47.7*	i

Next records
SMILES	OX1R antag-1	OX1R antag-2	CHT allo act
Cc1ccc([N+](=O)[O-])cc1	-23.8	-1.6	/
ClC1C(Cl)C(Cl)C(Cl)C(Cl)C1Cl (stereo unspecified)	-8.0&-21.1	2.0&18.2	i
O=C(/C=C/c1ccccc1)NC(=S)N1C[C@H]2C[C@H](C1)c1cccc(=O)n1C2	-15.8	6.5	i
COC(=O)N(c1ccccc1)P(=O)(Oc1ccccc1)Oc1ccccc1	-8.1	-1.0	i
